# CCHFV vOTU inh: blocks the CCHF virus ovarian tumor domain protease; CCHFV vOTU protease, Pep-AMC fluorescence; inhibition, % at 11.5 µM; hit rate 0.55% among 370,000; also: 0% = vehicle wells with enzyme and 100% = no enzyme wells
# MazEF act: activators of E. coli MazEF toxin-antitoxin RNase | P0AE70 | activation, % at 20 µM | AID 504720 | FAM/BHQ RNA-DNA oligo cleavage fluorescence, 5 h | hit rate 0.32% among 350,000; in the data active = activation above about 50%
# Target sequence (P0AE70 whole entry, looked up): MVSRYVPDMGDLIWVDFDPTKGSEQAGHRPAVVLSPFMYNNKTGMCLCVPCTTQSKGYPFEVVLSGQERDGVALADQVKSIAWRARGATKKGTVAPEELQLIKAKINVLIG
# FadD28 binding: inhibitors of Mycobacterium tuberculosis FadD28 bisubstrate binding. AID 588549. hit rate 0.22% among 360,000. inhibition, % at 12.5 µM. FadD28 bisubstrate probe binding, fluorescence polarization; in the data active = inhibition above about 8.5%, passing the limit was not always enough; inconclusive = no clear call, values can overlap the other calls
# UGM FP inh: blocks M. tuberculosis UGM enzyme | P9WIQ1 | purified UGM, fluorescence polarization probe displacement | inhibition, % at 10 µM | hit rate 0.06% among 320,000 | AID 504406; in the data active = inhibition above about 10%, passing the limit was not always enough; inconclusive = no clear call, values can overlap the other calls
# Mtb BioA inh: inhibitors of Mycobacterium tuberculosis BioA enzyme; purified M. tuberculosis BioA enzyme, plate reader; inhibition, % at 9.99 µM; hit rate 0.096% among 360,000; in the data active = inhibition above about 40%; inconclusive = no clear call, values can overlap the other calls
# FBA Mtb inh: inhibitors of M. tuberculosis fructose-bisphosphate aldolase; purified M. tuberculosis FBA, fluorescence read-out; P9WQA3; AID 588726; hit rate 2.3% among 360,000; inhibition, % at 1 µM; in the data active = inhibition above about 27%;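 also: 0% = vehicle and 100% = reference inhibitor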
# Target sequence (P9WQA3 whole entry, looked up): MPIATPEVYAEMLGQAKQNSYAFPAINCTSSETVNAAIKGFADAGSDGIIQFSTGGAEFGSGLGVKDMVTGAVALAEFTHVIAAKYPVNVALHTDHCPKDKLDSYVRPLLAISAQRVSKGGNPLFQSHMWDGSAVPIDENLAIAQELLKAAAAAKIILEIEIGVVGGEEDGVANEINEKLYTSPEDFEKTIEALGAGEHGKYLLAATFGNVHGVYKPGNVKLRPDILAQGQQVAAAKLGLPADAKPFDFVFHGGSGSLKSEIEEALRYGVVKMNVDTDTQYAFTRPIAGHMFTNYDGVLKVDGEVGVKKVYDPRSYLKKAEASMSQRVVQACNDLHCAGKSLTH
# BoNT-F LC inh: inhibitors of Botulinum neurotoxin F light chain protease. Multiplex microsphere protease cleavage assay, flow cytometry. inhibition, % at 10 µM. hit rate 0.22% among 360,000; in the data active = inhibition above about 35%, passing the limit was not always enough; inconclusive = no clear call, values can overlap the other calls; also: plate controls were buffer without enzyme for full effect and enzyme alone for no effect
# GDH-TPI counter: counter-screen for M. tuberculosis FBA inhibitors: GDH-TPI coupled enzymes | GDH-TPI coupled enzyme counterscreen, NADH absorbance | inhibition, % at 4.8 µM | hit rate 1.2% among 360,000 | AID 588335;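 also: 0% = DMSO wells and 100% = wells lacking the enzyme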
# Rv3671c inh: inhibits the M. tuberculosis serine protease Rv3671c | P9WHR9 | inhibition, % at 5.96 µM | hit rate 0.048% among 320,000; in the data active = inhibition above about 38%;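 also: extracellular domain of Rv3671c used as enzyme; 0% = enzyme with DMSO and 100% = no enzyme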
# Target sequence (P9WHR9 whole entry, looked up, the tested form may be a part): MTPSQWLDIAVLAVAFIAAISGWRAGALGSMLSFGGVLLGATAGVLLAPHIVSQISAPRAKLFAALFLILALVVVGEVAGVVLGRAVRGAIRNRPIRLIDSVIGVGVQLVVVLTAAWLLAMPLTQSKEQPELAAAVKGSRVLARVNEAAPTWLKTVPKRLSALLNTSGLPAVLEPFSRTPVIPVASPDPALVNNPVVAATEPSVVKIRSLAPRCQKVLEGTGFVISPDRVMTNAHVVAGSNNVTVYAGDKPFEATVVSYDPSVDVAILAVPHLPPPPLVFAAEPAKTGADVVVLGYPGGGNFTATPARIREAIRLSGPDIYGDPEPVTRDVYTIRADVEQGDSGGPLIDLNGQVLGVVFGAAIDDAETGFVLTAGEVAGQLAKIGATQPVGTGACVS
# DUSP3 inh: DUSP3 (human) phosphatase inhibition. P51452. recombinant VHR phosphatase, pNPP absorbance. inhibition, % at 13.3 µM. hit rate 0.52% among 290,000; in the data active = inhibition above about 50%; also: some compounds called inactive have numbers as strong as hits
# Target sequence (P51452 whole entry, looked up): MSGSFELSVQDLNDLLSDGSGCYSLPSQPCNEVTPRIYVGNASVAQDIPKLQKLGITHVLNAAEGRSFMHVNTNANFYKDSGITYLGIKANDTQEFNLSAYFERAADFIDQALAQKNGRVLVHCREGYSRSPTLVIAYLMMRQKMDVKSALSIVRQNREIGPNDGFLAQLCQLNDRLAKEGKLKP
# An asterisk follows results filed as active; u = inconclusive; x = not tested or not shown. Rule as the data show it, unless noted: active = inhibition above about 30%; inactive = the rest.
SMILES,CCHFV vOTU inh,MazEF act,FadD28 binding,UGM FP inh,Mtb BioA inh,FBA Mtb inh,BoNT-F LC inh,GDH-TPI counter,Rv3671c inh,DUSP3 inh
CCCc1cc(=O)[nH]c(SCC(=O)N(CC)C2CCS(=O)(=O)C2)n1 (configuration not stated),x,-7,-2.4,-2.0,x,3,-2,8,-1,39
CCOCCCNCC(=O)N1CCN(S(=O)(=O)c2ccc(C)cc2)CC1,-2,6,-0.2,-0.3,-1.4,0,7,4,6,-4
NS(=O)(=O)c1cccc(NC(=O)CNC(=O)CC23CC4CC(CC(C4)C2)C3)c1,0,0,3.4,2.1,-1.5,2,5,13,2,14
COc1ccc(/C=C/C(=O)Nc2ccccc2C(=O)NCC(c2ccc(OC)cc2)N(C)C)cc1 (configuration not stated),8,5,-3.8,-0.2,0.6,-5,-3,16,3,11
CCn1c(O)c(/C=N/N=C2CCCCC2)c2cc(C3=NNC(=O)CC3)ccc21,-6,-10,-0.4,4.0,x,0,-12,13,-6,-3
COc1ccc2c(c1)C=C(C(=O)NCc1ccc(Cl)cc1)CO2,4,1,-1.1,2.3,0.2,-2,4,11,-13,-7
CCCc1n[nH]c(=O)c2c1nnn2Cc1ccccc1F,-13,3,0.9,-1.1,2.6,0,25,5,-2,-3
CCN=C(Nc1ccc2c(c1)OCO2)SC1CC(=O)N(c2ccccc2F)C1=O (configuration not stated),10,-5,-4.0,1.5,-1.0,-3,5,4,0,28
Cc1ccc(S(=O)(=O)N2CCOCC2)cc1NC(=O)c1cc([N+](=O)[O-])ccc1N1CCOCC1,15,-2,-3.6,-0.7,x,-1,4,4,3,x
O=C1C=C(c2cccc(Cl)c2)C[C@@H](c2ccc(F)cc2)C1,x,-5,-0.4,-0.3,1.5,5,-3,2,-10,x
Cc1ccccc1C1C(C#N)=C2N=C(N)c3c(sc4c3CCCCC4)N2C2=C1C(=O)CC(C)(C)C2 (configuration not stated),20,165*,-1.6,1.1,-5.4,7,-9,14,-2,27
CCN(CC(=O)Nc1cc(Cl)ccc1C)C(=O)CCOc1ccc(C)cc1,3,0,-3.4,-0.1,-0.1,-2,1,-6,-6,x
COc1ccc(NC(=O)NCCCCc2ccccc2)cc1OC,8,5,0.4,-1.2,-5.2,0,-11,4,5,40
Cc1cccc(Nc2cc(C)c3c(O)cccc3n2)c1C,16,37,-9.3,-3.6,-1.9,3,-7,14,11,-7
O=C(CCCN1C(=O)c2cccnc2Oc2ccc(Cl)cc21)N1CCCCC1,-10,3,-3.6,-1.6,0.3,-3,0,-1,4,4
NC(=O)c1c(NC(=O)c2ccc(N3C(=O)CCC3=O)cc2)sc2c1CCCC2,8,-2,-2.5,-2.1,-5.0,5,-1,30,-9,x
CN(c1ccc(O)cc1)c1ccc([N+](=O)[O-])c2nonc12,16,32,0.2,x,6.4,-8,-4,6,x,x
Cc1cccc(NC(=O)CCCN2C(=O)C3CC=CCC3C2=O)c1 (configuration not stated),11,-1,-3.5,-2.7,-0.5,2,0,4,-2,-3
Cc1cc(C)nc(Nc2nc(C(N)Cc3ccc(F)cc3)cs2)n1 (configuration not stated),5,x,-2.2,x,-3.5,1,-42,7,x,x
Cc1cc(NC(=O)CCl)no1,-3,-3,0.8,-0.4,x,6,-3,-1,6,21
Cc1nn(Cc2ccccc2)c(C)c1C(=O)OCC(=O)c1cc(C)n(CC(F)(F)F)c1C,3,-1,-1.3,-2.0,-4.3,0,4,4,-1,20
CCCCNc1cc(F)nc(N)n1,-9,-12,-3.7,0.9,x,-4,-4,-1,7,40
Cc1ccc(C(=O)C2=C(O)C(=O)N(c3ncccn3)C2c2ccc(Cl)cc2)o1 (configuration not stated),-6,7,-2.5,-2.2,-0.8,0,6,8,0,0
CN(C)c1ccc(C=C(C#N)C(=O)c2ccccc2)cc1Br,4,x,0.0,x,x,1,-2,x,x,x
COc1ccc(C)cc1S(=O)(=O)Nc1cccc(Cl)c1Cl,6,-3,-3.1,0.2,0.2,-2,-6,1,3,13
# The list goes on.
SMILES,CCHFV vOTU inh,MazEF act,FadD28 binding,UGM FP inh,Mtb BioA inh,FBA Mtb inh,BoNT-F LC inh,GDH-TPI counter,Rv3671c inh,DUSP3 inh
Cc1cc(C(=O)NCc2ccc(Cl)cc2)n(-c2ccccc2)n1,-8,4,-1.9,-1.0,x,-2,2,-4,4,13
O=c1[nH]n(-c2ccc(F)cc2)c2ncccc12,-5,-6,-3.5,0.3,11,2,4,-2,-4,19
Cc1cc(C(=O)COC(=O)CNC(=O)c2ccc(F)cc2)c(C)n1Cc1ccco1,6,-1,-2.4,0.3,x,1,-1,3,4,0
CC(=O)N(c1ccc(N(C(C)=O)S(=O)(=O)c2ccccc2)cc1)S(=O)(=O)c1ccccc1,-6,-20,-2.3,0.1,-1.3,-1,6,7,6,20
Cc1nc2ccc(Nc3ccncc3)cc2s1,-5,-6,-4.5,-1.2,9.2,-2,-2,-10,0,13
CC1CCN(c2ccc(N3C(=O)C4CCCCC4C3=O)cc2[N+](=O)[O-])CC1 (configuration not stated),9,1,1.0,-1.6,-0.7,1,1,-3,4,2
NC(=O)C1CCN(c2oc(-c3cccs3)nc2S(=O)(=O)c2ccc(Br)cc2)CC1,-23,1,-3.6,2.8,-1.2,-2,-8,-3,2,x
CCc1cc(C(=O)Nc2ncccc2O)sc1C,8,-4,-1.4,1.1,-2.4,1,8,9,3,10
COP(=S)(OC)c1c(C)nn(CCC#N)c1NC(=O)c1ccc(Cl)cc1,-3,3,-0.4,1.5,-1.7,1,-1,-5,0,47
COc1ccc(-c2cc(=O)oc3cc(OC(C)C(=O)NCCCn4ccnc4)ccc23)cc1 (configuration not stated),6,6,-2.3,1.0,0.3,4,-6,19,5,17
COc1ccc(Cl)cc1NS(=O)(=O)c1cccc(C(=O)NCC(C)(C)N2CCOCC2)c1,5,-26,-1.4,-0.3,0.3,-1,-8,5,-5,x
COc1ccc(C(=O)O)cc1F,15,3,1.5,1.7,0.7,-3,-1,3,-5,19
O=C(Nc1ccncc1)c1cc(-c2ccccc2)nc2ccccc12,-3,20,-3.5,x,0.7,1,-1,12,x,x
OCc1nc2ccccc2n1Cc1ccc(Cl)cc1,5,-13,-0.2,-0.5,5.0,2,u,14,4,18
CCN(CC)c1ccc(NC(=O)OC)cc1,11,1,-3.0,-1.9,-0.1,-2,-66,-3,0,20
CC1CCN(S(=O)(=O)c2ccc3[nH]c(=O)[nH]c3c2)CC1,-19,3,-1.4,1.9,-0.9,-2,2,-5,-4,18
C[C@H]1CN=C(Nc2ccccc2)N1CC1CCCCCC1,1,5,-1.8,1.4,-1.8,0,-19,-4,6,32
CC(C(=O)Nc1ccc(C#N)cc1)N(C)CC(=O)Nc1cccc(F)c1 (configuration not stated),4,3,-2.1,-4.0,-4.4,5,-5,2,1,17
Cc1ccc2nc(-c3ccncc3)cc(C(=O)NCCc3ccc(F)cc3)c2c1,-4,9,0.4,-0.8,x,2,-2,8,-14,26
CCOc1c2ccc(C(=O)NCCc3ccc(C)cc3)cc2nn1CC,-52,3,-2.0,1.6,-1.6,51*,-2,1,6,13
COc1ccccc1CNC(=O)COC(=O)c1ccc(N2CCCC2=O)cc1,-3,2,-2.0,0.3,-2.0,-3,-2,5,-1,x
O=C(c1ccccc1)c1ccc2nc(Nc3ccccc3)c3nncn3c2c1,4,-11,-1.1,0.4,-8.5,-5,-4,16,-1,31
COc1ccccc1C1N=C(c2ccccc2C)NO1 (configuration not stated),-5,2,0.2,1.8,-0.9,2,-1,-2,13,-3
Cc1ccc(C(=O)NCC(=O)NCC(c2cccs2)N2CCOCC2)cc1C (configuration not stated),-3,-3,-1.4,-2.3,-0.8,3,-6,1,-7,x
O=C(C1CCCN(S(=O)(=O)c2ccc(F)cc2)C1)N1CCCCC1 (configuration not stated),18,-1,1.3,4.3,x,4,-1,3,-7,4
# Additional results.
SMILES,CCHFV vOTU inh,MazEF act,FadD28 binding,UGM FP inh,Mtb BioA inh,FBA Mtb inh,BoNT-F LC inh,GDH-TPI counter,Rv3671c inh,DUSP3 inh
COC(=O)c1ccc(CN2C(=O)NC3(CCC(C)CC3)C2=O)o1 (configuration not stated),2,-17,-0.3,0.0,-1.7,0,-3,3,-8,15
S=C(Nc1ccc(Nc2ccccc2)cc1)N1CCN(c2ncccn2)CC1,-11,1,-0.4,1.1,x,0,-6,-1,12,31
Cc1cccc(C)c1NC(=O)CSc1ncnc2[nH]ncc12,-5,2,-1.8,2.2,x,-1,-1,-3,2,x
CCOc1ccc(C2=C(C=Nc3c(C)n(C)n(-c4ccccc4)c3=O)C(c3ccc(F)cc3)c3ccccc3O2)cc1 (configuration not stated),x,12,-0.5,-0.9,-1.9,3,5,11,3,36
Cc1nnc(NCCc2ccccc2)[nH]c1=O,-6,9,0.7,0.2,x,0,0,6,-4,-6
Cc1cccc[n+]1CC(=O)Nc1cccc([N+](=O)[O-])c1,6,4,-4.1,1.5,x,0,1,9,-4,-4
CCN1CCN(C(=S)Nc2sc(C)c(-c3ccccc3)c2C(=O)OC)CC1,8,8,-0.5,0.8,-0.1,3,-4,-2,8,6
O=C(CCCN1C(=O)/C(=C/c2ccccc2)SC1=S)Nc1cccc(O)c1,-6,1,-2.8,2.2,x,-2,-7,7,-6,19
Nc1nc(CSc2nc3ccccc3s2)nc(N2CCOCC2)n1,14,-2,-5.2,0.4,x,3,-1,-7,3,53*
CCN1C(=O)C2(C(C#N)=C(N)Oc3n[nH]c(C(C)C)c32)c2ccccc21 (configuration not stated),-6,6,-4.2,-0.5,-0.6,0,-14,2,0,2
CCOC(=O)CSC1=NC(=O)CS1,-1,-2,3.0,2.6,-0.9,-1,0,15,-6,15
COC(=O)CCCC(=O)Nc1ccc(Cl)c(Cl)c1,-3,3,-0.5,-3.9,0.3,1,-12,17,-6,22
CCOc1ccc(NS(=O)(=O)c2ccc3[nH]c(=O)c(=O)[nH]c3c2)cc1,-5,16,-3.9,-1.9,x,-3,-7,4,-11,48
Cc1ccccc1OCc1nnc(SCC(=O)O)n1-c1cccc(Cl)c1,-7,-4,-2.3,2.2,9.4,-1,u,14,-3,-17
Cc1ccc(Cn2ccc(NC(=O)c3cc(-c4ccc(Cl)cc4)on3)n2)cc1,5,-2,0.1,-0.5,x,2,1,6,5,38
COc1cccc(-c2cnc(C(O)c3ccc(-c4ccccc4)cc3)[nH]2)c1 (configuration not stated),-13,x,0.2,x,-1.0,0,-8,-5,x,x
Cc1ccc2c(c1)N(CC(=O)NCc1ccco1)C(=O)C(C(C)C)O2 (configuration not stated),-10,5,-2.7,0.4,-0.9,1,13,-2,0,-3
O=C(O)CCN1C(=O)/C(=C\c2ccc(-c3nc4ccccc4s3)o2)SC1=S,x,-10,20*,-0.8,-2.1,-1,11,4,-4,-21
O=C1/C(=C\c2ccco2)SC(=S)N1c1ccc(O)cc1,7,13,3.0,-1.0,x,-2,-2,7,-1,-17
c1cncc(-c2csc(NCc3ccco3)n2)c1,-13,2,-1.1,2.5,5.1,3,12,4,1,33

# Not a retest: 5 of the compounds above.
SMILES,CCHFV vOTU inh,MazEF act,FadD28 binding,UGM FP inh,Mtb BioA inh,FBA Mtb inh,BoNT-F LC inh,GDH-TPI counter,Rv3671c inh,DUSP3 inh
CCOc1ccc(C2=C(C=Nc3c(C)n(C)n(-c4ccccc4)c3=O)C(c3ccc(F)cc3)c3ccccc3O2)cc1 (configuration not stated),x,12,-0.5,-0.9,-1.9,3,5,11,3,36
Cc1nnc(NCCc2ccccc2)[nH]c1=O,-6,9,0.7,0.2,x,0,0,6,-4,-6
Cc1cccc[n+]1CC(=O)Nc1cccc([N+](=O)[O-])c1,6,4,-4.1,1.5,x,0,1,9,-4,-4
CCN1CCN(C(=S)Nc2sc(C)c(-c3ccccc3)c2C(=O)OC)CC1,8,8,-0.5,0.8,-0.1,3,-4,-2,8,6
O=C(CCCN1C(=O)/C(=C/c2ccccc2)SC1=S)Nc1cccc(O)c1,-6,1,-2.8,2.2,x,-2,-7,7,-6,19
